Screens as filed in PubChem.
CRE Fsk mod – Cell signaling CRE-BLA (Fsk stim) | CHO CRE-bla reporter (cAMP response element driving beta-lactamase), forskolin EC10, beta-lactamase ratio | Potency, µM (series often up to 38.2 µM), inactives show at the top dose activity change, negative = inhibition, actives largely listed as activators | 71,000 compounds, 2.5% hits; active = well fitted activation curve with a large enough effect in the signal ratio, with a control signal flat, not every such curve was filed as active; inconclusive = small, poorly fitted or top-dose-only effect, or effect the other way, or a change in a side signal; the % refers to the signal ratio; note: potency is the fitted concentration of half-maximal effect; % of control where 0% means no effect
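Cells were plated overnight at 37 °C, exposed to compound titrations plus EC10 NKH 477 for 3 h, then given CCF4 dye for 2 h at room temperature. Blue/green (460/530 nm) ratio was converted to %Activity and AC50 values calculated.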
Fluorescein fluor – qHTS Assay for Spectroscopic Profiling in Fluorescein Spectral Region; Compound autofluorescence, 480/540 nm, fluorescein-equivalent; hits give high values; max fluorescein-equivalent concentration, M; 59,000 compounds, 0.91% hits; AID 593, 2007; in the data active = max fluorescein-equivalent concentration above about 10 nM; inconclusive = between about 1.1 nM and that limit
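Fluorescein stocks ranging 3 mM down to 300 nM, plus DMSO blanks, were pinned alongside compounds to build a per-plate standard curve. Buffer: 100 mM Tris, pH 8.0. Incubation 15 min, room temperature; filters 480/540 nm.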
ERK AVP block – qHTS Assay for Inhibitors of the ERK Signaling Pathway using a Homogeneous Screening Assay; HEK293-V1b, vasopressin-stimulated pERK AlphaScreen; Potency, µM (titrated, usually from 57.5 µM), for inactives: top-dose activity, negative = inhibition, actives largely listed as inhibitors; 72,000 compounds, 0.99% hits; AID 995, 2007; note: potency is the fitted concentration of half-maximal effect; % is set by controls: 0 for no effect and ±100 for the full control effect; nearly all actives have a fitted effect of over 55% in size
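Phosphorylated ERK1/2 detected via AlphaScreen bead proximity in lysates of V1b-expressing HEK293 cells given 25 nM vasopressin for 5 min after 30 min compound exposure (37 °C). AC50 from Hill equation; basal DMSO 0%, vasopressin 100%.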
GFP derepression – qHTS Assay for Epigenetic Modulators | 68,000 compounds, 0.09% hits | mouse C127i GFP locus derepression, cytometry, 30 h | AID 597, 2007 | Potency, µM (doses to about 46.1 µM), inactives show top-dose GFP derepression (activation); note: % of control where 0% means no effect
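Read-out is the number of GFP-positive cells, scored as fluorescent objects 20 to 120 um wide, reflecting derepression of a silenced CMV-GFP reporter in murine C127i cells after 30 h compound exposure at 37 C.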
Luciferase inh – qHTS Assay for Inhibitors of Firefly Luciferase; Luciferin 4-monooxygenase (Photinus pyralis), P08659; purified firefly luciferase, luminescence, 8 min; Potency, µM (series often up to 57.1 µM), for inactives: at the top dose activity change, negative = inhibition, usual class: inhibitors; 72,000 compounds, 2.2% hits; AID 411, 2009; note: potency is the fitted concentration of half-maximal effect; % is set by controls: 0 for no effect and ±100 for the full control effect; nearly all actives have a fitted effect of over 40% in size
Target sequence (P08659 whole entry, looked up): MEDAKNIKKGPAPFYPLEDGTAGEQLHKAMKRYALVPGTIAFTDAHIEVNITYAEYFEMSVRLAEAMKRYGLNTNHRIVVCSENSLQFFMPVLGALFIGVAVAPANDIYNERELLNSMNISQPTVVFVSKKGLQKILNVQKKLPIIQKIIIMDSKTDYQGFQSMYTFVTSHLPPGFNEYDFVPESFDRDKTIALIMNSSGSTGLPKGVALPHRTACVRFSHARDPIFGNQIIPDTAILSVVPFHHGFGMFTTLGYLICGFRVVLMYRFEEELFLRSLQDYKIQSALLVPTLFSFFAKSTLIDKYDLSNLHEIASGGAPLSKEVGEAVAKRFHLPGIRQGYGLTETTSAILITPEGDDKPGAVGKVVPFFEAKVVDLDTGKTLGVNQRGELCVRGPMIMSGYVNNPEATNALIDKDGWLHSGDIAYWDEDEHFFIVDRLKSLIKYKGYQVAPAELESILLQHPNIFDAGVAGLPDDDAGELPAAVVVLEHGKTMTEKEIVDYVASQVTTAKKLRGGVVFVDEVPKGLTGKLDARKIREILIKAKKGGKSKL
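Inhibition of light generation by firefly luciferase from ATP and luciferin was profiled with concentration-response curves per sample, ATP held at 10 uM within the enzyme's linear range. Plates were read by luminescence after an 8-minute ambient incubation.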
UbGFP stabilizer – Ubiquitin-GFP Assay. 67,000 tested, under 10 active. Potency, µM (doses to about 45.9 µM), inactives show top-dose activation (GFP accumulation), hits mostly activators. AID 526, 2006. Ubiquitin-GFP reporter cells, proteasome inhibition, GFP fluorescence; response scale: untreated = 0%, 10 µM MG-132 = 100%; active = well fitted activation curve with a large enough effect, not every such curve was filed as active; inconclusive = small, poorly fitted or top-dose-only effect, or another doubt; inactive = no such curve, though single readings can be large or run the other way; note: potency is the fitted concentration of half-maximal effect
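GFP accumulation read-out: laser plate cytometry counting ubiquitin(G76V)-GFP-expressing U2OS cells after 4 hr compound exposure at 37 °C. Titrations spanned 46 uM to 2.9 nM; 0% = basal, 100% = 10 uM MG-132; concentration-response curves fitted.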
A350 fluor – qHTS Assay for Spectroscopic Profiling in A350 Spectral Region; Compound autofluorescence, 340/450 nm, Alexa 350 dye-equivalents; hits give high values; 59,000 compounds, 11% hits; max dye-equivalent concentration, M; in the data active = max dye-equivalent concentration above about 10 nM; inconclusive = mostly about 1.1 nM to 9.6 nM
HBB splicing – qHTS Assay for Modulators of Hemoglobin Beta Chain Splicing; HBB splicing reporter cell assay, activation; EGFP reporter with mutant IVS2-654 intron; response scale: normalised to 500 nM splice-correcting PNA; 65,000 compounds, 0.06% hits; AID 925, 2007; Potency, µM (top dose mostly 46.1 µM), without a hit: at the top dose activation, actives largely listed as activators; note: potency is the fitted concentration of half-maximal effect; 0% is about no effect
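HeLa cells stably expressing EGFP interrupted by mutant beta-globin intron 2 (IVS2-654), 500/well in 2% FCS. Treated with compound for 2 days at 37C. Splicing correction scored as total well GFP intensity (488 nm excitation, 500-520 nm emission); 500 nM antisense PNA served as control.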
Hsp90 Hop PPI – qHTS Assay for Disrupters of an Hsp90 Co-Chaperone Interaction; Hsp90 C-terminal peptide / TPR2A (Hop) interaction, human; AlphaScreen TPR2A-His6 binding biotin-Hsp90 C-terminal peptide; Potency, µM (highest dose often 57 µM), inactives show at the highest dose activity change, negative = inhibition; 71,000 compounds, 0.44% hits; active = well fitted curve in either direction with a large enough effect; inconclusive = small, poorly fitted or top-dose-only effect, or another doubt; note: potency is the fitted concentration of half-maximal effect; % is set by controls: 0 for no effect and ±100 for the full control effect; many of its hits are not listed in these tables
TexasRed autofl – qHTS Assay for Spectroscopic Profiling in Texas Red Spectral Region; AID 587, 2007; 59,000 compounds, 0.06% hits; max dye-equivalent concentration, M; Compound fluorescence, Texas Red channel, 547/618 nm; hits give high values; in the data active = max dye-equivalent concentration above about 10 nM; inconclusive = between about 1.1 nM and that limit
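Dye-equivalent concentrations come from scaling compound signal (ex 547, em 618 nm) to six Texas Red standard concentrations run on every plate, after 15 min room-temperature incubation in pH 8.0 Tris (100 mM).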
4-MU autofl – qHTS Assay for Spectroscopic Profiling in 4-MU Spectral Region. compound autofluorescence, 340/450 nm, 4-MU equivalents; hits give high values. max dye-equivalent concentration, M. 59,000 compounds, 11% hits; in the data active = max dye-equivalent concentration above about 10 nM; inconclusive = mostly about 1.1 nM to 9.6 nM
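Compounds in 100 mM Tris, pH 8.0, incubated 15 min at room temperature, then fluorescence read at 340 nm excitation/450 nm emission. Signal converted to 4-MU dye-equivalent concentration using an on-plate six-point 4-MU standard curve.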
Starred values were filed as active, the others as inactive; i = inactive; ? = inconclusive; . = no result given; [ ] = remark or other dose. Unless noted, calls come from the whole dose curve; as a rule, active = well fitted curve in the direction sought with a large enough effect; inconclusive = small, poorly fitted or top-dose-only effect, or another doubt; inactive = no such curve, though single readings can be large; an effect the other way counts as inactive or inconclusive. This is a subset. The share of hits here may be higher or lower than overall.

nr	smiles	CRE Fsk mod	Fluorescein fluor	ERK AVP block	GFP derepression	Luciferase inh	UbGFP stabilizer
1	COc1ccc(C=NCCCN2CCOCC2)cc1	.	i	.	-6%[20.6 µM]	-1%[25.5 µM]	.
2	CC(NC(=O)c1ccccc1Cl)C1COc2ccccc2O1 (stereo unspecified)	0%	i	3%	4%	1%	3%
3	CN(c1ccc(C(=O)Nc2cccnc2)cc1)S(C)(=O)=O	-2%	i	2%	3%	-3%	4%
4	O=C1C(=O)N(CCCn2ccnc2)C(c2cccnc2)/C1=C(/O)c1ccc(F)cc1 (stereo unspecified)	1%	.	-16%	1%	0%	-3%
5	CCC(C)(C)n1nnnc1C(c1cccc(C#N)c1)N1CCN(c2cccc(C)c2C)CC1 (stereo unspecified)	-6%	i	5%	-2%	3%	1%
6	Cc1ccc(Nc2cc(C)nc3nc(C)nn23)cc1	?	.	-14%	0%	2%	8%
7	COc1ccccc1CNC(=O)CCn1c(=O)[nH]c2ccsc2c1=O	-20%	i	-4%	4%	1%	-9%
8	O=c1c2ccccc2nnn1CSc1nc2sc3c(c2c(=O)n1CC1CCCO1)CCC3 (stereo unspecified)	?	i	6%	2%	1%	1%
9	Cc1cc(C(F)(F)F)c2sc(N)nc2n1	14%	i	5%	-1%	0%	-7%
10	COc1ccc(Cc2nnc(SCC(=O)Nc3ncc(C)s3)o2)cc1	-9%	i	-16%	-2%	0%	-4%
11	O=C(Nc1cccnc1)Nc1ccc(F)c(Cl)c1	-19%	i	-5%	-1%	20µM*	2%
12	COc1ccc(-c2ccc(-c3nnc(-c4ccncc4)o3)cc2)cc1	-17%	i	7%	0%	3%	-2%
13	C=CCOc1nc(-c2ccncc2)nc2ccccc12	.	i	.	-5%[20.6 µM]	0%[25.5 µM]	.
14	COC(=O)C(CC(=O)c1ccc(Br)cc1)n1ccnc1 (stereo unspecified)	?	i	-12%	?	-7%	10%
15	Cn1nnnc1SCC(=O)c1ccco1	9%	i	20%	-1%	-9%	18%

nr	A350 fluor	HBB splicing	Hsp90 Hop PPI	TexasRed autofl	4-MU autofl
1	4.6e-06M*	.	.	i	4.3e-06M*
2	i	-1.8%	-4%	?	i
3	i	-2.5%	-3%	i	i
4	.	1.8%	-5%	.	.
5	i	-1.1%	-2%	?	i
6	.	-0.5%	-3%	.	.
7	i	-1.8%	-3%	i	i
8	i	-0.2%[57.5 µM]	-3%	i	i
9	?	-0.9%	1%	i	?
10	i	-1.0%	-2%	i	i
11	?	-1.6%	?	i	i
12	i	0.0%[57.5 µM]	-8%	?	i
13	i	.	.	i	i
14	i	-0.5%	-4%	i	i
15	i	-1.1%	-1%	i	i

Full records, quoted from the list:
COc1ccc(C=NCCCN2CCOCC2)cc1 in the list: CRE Fsk mod = .; Fluorescein fluor = i; ERK AVP block = .; GFP derepression = -6%[20.6 µM]; Luciferase inh = -1%[25.5 µM]; UbGFP stabilizer = .; A350 fluor = 4.6e-06M*; HBB splicing = .; Hsp90 Hop PPI = .; TexasRed autofl = i; 4-MU autofl = 4.3e-06M*
O=C1C(=O)N(CCCn2ccnc2)C(c2cccnc2)/C1=C(/O)c1ccc(F)cc1 (stereo unspecified) in the list: CRE Fsk mod = 1%; Fluorescein fluor = .; ERK AVP block = -16%; GFP derepression = 1%; Luciferase inh = 0%; UbGFP stabilizer = -3%; A350 fluor = .; HBB splicing = 1.8%; Hsp90 Hop PPI = -5%; TexasRed autofl = .; 4-MU autofl = .

More results follow.
nr	smiles	CRE Fsk mod	Fluorescein fluor	ERK AVP block	GFP derepression	Luciferase inh	UbGFP stabilizer
16	COc1ccccc1CNC(=O)C1CCCN(S(=O)(=O)c2c(C)[nH]c(=O)[nH]c2=O)C1 (stereo unspecified)	-14%	?	-6%	6%	0%	5%
17	Cc1ccc(-n2nc(C)c3c(-c4cccs4)c(C#N)c(N)nc32)cc1	?	i	-8%	22%	-11%	3%
18	NS(=O)(=O)c1cc(C(=O)O)c(O)c2ccccc12	-18%[7.6 µM]	i	-8%[11.5 µM]	-7%[9.22 µM]	3%[11.4 µM]	-2%[9.17 µM]
19	CS(=O)(=O)Nc1c(O)ccc2c1CCC[C@H]2C1=NCCN1	-10%	.	3%	1%	3%	4%
20	O=C(CN1C(=O)COc2ccccc21)c1cccc(Cl)c1	3%	i	7%	0%	1%	-3%
21	CC(CCc1ccccc1)NC(=O)CSc1nccc(=O)[nH]1 (stereo unspecified)	0%	i	2%	0%	1%	4%
22	COc1ccc(-c2nc3cnc(OC)nc3n(Cc3ccc(F)cc3)c2=O)cc1	?	i	5%	2%[9.22 µM]	1%[11.4 µM]	8%
23	COc1cccc(C2C(C(N)=O)=C(C)Nc3nc(-c4ccccc4Cl)nn32)c1 (stereo unspecified)	-1%	.	2%	0%	-1%	-6%
24	COc1ccc(NC(=O)C(CC(=O)O)Cc2ccccc2)cc1 (stereo unspecified)	-2%	.	1%	-2%	-2%	-8%
25	Cc1cnn(-c2ccc3nnc(-c4ccc(Br)cc4)n3n2)c1	?	.	-2%	0%	3%	-3%
26	CC(C)(C)c1ccc2c(c1)OCC(C(=O)O)O2 (stereo unspecified)	6%	?	-12%	0%	-2%	4%
27	CCn1nnnc1SCC(=O)Nc1cccc(NC(C)=O)c1	?	?	11%	1%	1%	10%
28	CCOC(=O)C1=C(C)Nc2ncnn2C1c1ccccc1F (stereo unspecified)	15%	i	32%	3%	0%	-8%
29	CS(=O)(=O)c1ccc(Cl)c(NC(=O)COC(=O)CNC(=O)c2ccc(Br)o2)c1	?	?	-12%	1%	-38%	-5%
30	COc1ccc(S(=O)(=O)N2CCN(c3ccccc3OC)CC2)cc1OC	?	i	?	5%	1%	0%

nr	A350 fluor	HBB splicing	Hsp90 Hop PPI	TexasRed autofl	4-MU autofl
16	i	0.0%	-1%	i	i
17	1.5e-07M*	-2.2%[0.369 µM]	4%	?	1.1e-07M*
18	?	-1.3%[9.22 µM]	0%[11 µM]	i	?
19	.	.	-11%	.	.
20	i	.	6%	i	i
21	i	-0.1%[57.5 µM]	0%	i	i
22	1.2e-08M*	-0.1%	-4%	i	?
23	.	0.4%	0%	.	.
24	.	-0.6%	5%	.	.
25	.	-3.0%	-4%	.	.
26	?	-2.1%	-1%	i	i
27	i	-2.9%	-2%	i	i
28	i	-1.9%	-7%	i	i
29	i	-4.8%	-2%	?	i
30	?	-1.2%	-5%	i	i

The results go on.
nr	smiles	CRE Fsk mod	Fluorescein fluor	ERK AVP block	GFP derepression	Luciferase inh	UbGFP stabilizer
31	Cc1ccc(CS(=O)(=O)CCC(=O)N2CCOCC2)cc1	5%	?	20%	3%	2%	-15%
32	COc1ccc(OC)c(C2C(C(C)=O)=C(O)C(=O)N2Cc2cccnc2)c1 (stereo unspecified)	-1%	i	-9%	0%	0%	1%
33	CCCOC(=O)c1ccc(OC(=O)c2ccco2)cc1	-2%	.	-4%	-5%	-1%	-5%
34	COC(=O)c1[nH]c2ccc(C)cc2c1NC(=O)CN1CCN(c2ccc(F)cc2)CC1	-13%	i	-18%	9%	-15%	7%
35	CC(C)(C)Nc1nc(SCc2ccccc2)nc(N2CCOCC2)n1	2.5µM*	i	-14%	4%	2%	-2%
36	COc1ccc(-n2c(SCC(=O)N3CCCCC3)nnc2-c2cccnc2)cc1	-1%	?	2%	-1%	0%	-2%
37	COC(=O)c1ccc2c(=O)n(CCCCCC(=O)NCc3ccccn3)c(=O)[nH]c2c1	-30%	i	3%	-1%	-10%	2%
38	Cc1ccc(S(=O)(=O)Cn2nnnc2CN2CCN(C(=O)c3ccco3)CC2)cc1	-3%	i	-4%	-2%	4%	-1%
39	Cc1cccc(-c2c3c(=O)n(C)c(=O)n(C)c3cn2CCO)c1	?	i	34%	0%	4%	0%
40	Cc1ccc(Cn2c(SCC(=O)NCc3ccco3)nc3ccsc3c2=O)cc1	?	?	6%	-2%	1%	.

nr	A350 fluor	HBB splicing	Hsp90 Hop PPI	TexasRed autofl	4-MU autofl
31	i	-2.7%	2%	i	i
32	i	0.0%[57.5 µM]	-6%	i	i
33	.	-1.6%	1%	.	.
34	?	5.2%[1.84 µM]	-4%	?	?
35	i	-0.6%	24%	i	i
36	i	-1.0%	-7%	?	i
37	3.5e-08M*	-2.3%	-4%	i	3.6e-08M*
38	i	0.0%[57.5 µM]	-5%	i	i
39	?	-1.4%[1.84 µM]	?	i	?
40	i	3.5%[0.369 µM]	-3%	?	i
